# HTR1A agonist: agonists of human 5-HT1a serotonin receptor | P08908 | CHO 5-HT1a Ga15 NFAT-bla reporter, FRET ratio; 0% basal, 100% maximal reference agonist | activation, % at 10 µM | hit rate 0.56% among 65,000 | AID 567;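 active means activation above the screen-wide mean activation plus 3 SD, cut at about 19% in these data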;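 further: 0% = DMSO wells and 100% = 5-CT at EC100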
# 5HT1a antag: blocks the human serotonin 5-HT1a receptor | P08908 | CHO 5-HT1a Ga15 NFAT-bla reporter, antagonist mode | hit rate 0.68% among 62,000 | inhibition, % at 10 µM;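 active means inhibition above the mean of all tested compounds plus 3 SD, cut at about 43% in these data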;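 further: receptor stimulated by 5-CT agonist at 100 nM near EC80; beta-lactamase reporter measured by ratiometric fluorescence of a cleavable substrate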
# NADH enzymes: blocks coupling enzymes of NAD/NADH assays; hit rate 0.02% among 65,000; IC50, µM (top dose mostly 10 µM), for the others: at the highest dose inhibition; coupled PK/LDH NADH assays, four targets;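 active means single-dose screening hits from any of four coupled enzyme assays that gave an IC50 when retested across doses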;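 further: the DPM-DC format reads NADH fluorescence rather than 340 nm absorbance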
# MMP-13 inhibitor: MMP13 (human) collagenase inhibition; hit rate 0.07% among 65,000; MMP-13 fTHP FRET cleavage, Mca fluorescence; AID 570; inhibition, % at 4 µM;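 active means inhibition above the mean of compound-free control plate wells plus 3 SD, cut at about 14% in these data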;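 further: 0% = DMSO wells and 100% = wells with reference MMP-13 inhibitor after basal subtraction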
# 5HT1E ag: activates the human 5-HT1E serotonin receptor | activation, % at 6 µM | CHO 5-HT1E Ga15 NFAT-bla reporter, FRET; 0% DMSO wells, 100% control agonist wells | P28566 | AID 574 | hit rate 0.69% among 65,000;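 active means activation above a set limit, the screen-wide mean activation plus 3 SD, cut at about 8.5% in these data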;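 further: 100% = positive control agonist at 1 µM giving full maximal response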
# Target sequence (P28566 whole entry, looked up): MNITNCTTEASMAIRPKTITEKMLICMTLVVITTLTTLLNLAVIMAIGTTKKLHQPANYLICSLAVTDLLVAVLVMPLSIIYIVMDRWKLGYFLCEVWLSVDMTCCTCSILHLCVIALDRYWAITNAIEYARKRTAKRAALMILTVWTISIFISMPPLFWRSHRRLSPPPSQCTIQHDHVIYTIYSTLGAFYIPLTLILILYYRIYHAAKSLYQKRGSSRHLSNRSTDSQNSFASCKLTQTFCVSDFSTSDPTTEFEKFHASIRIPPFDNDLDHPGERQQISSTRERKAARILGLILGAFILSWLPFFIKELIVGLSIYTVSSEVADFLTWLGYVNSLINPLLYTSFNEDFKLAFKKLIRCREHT
# tolC growth inh: growth inhibitors of E. coli BW25113 tolC mutant | OD615 | growth inhibition, % at 10 µM (by protocol) | hit rate 2.2% among 65,000 | AID 573;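 active means growth inhibition at or above a cutoff equal to the mean over every tested compound plus 3 SD, cut at about 60% in these data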;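 further: growth measured after 20 h incubation at 37 °C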
#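 Signal: optical density read at 615 nm; Assay system: E. coli ΔtolC::kan strain BW25113; Times: 20 h incubation with compound, 37 °C; Dosing: 10 µM final, single dose.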
# HTR1E antagonist: blocks the human 5-HT1E serotonin receptor; hit rate 0.99% among 65,000; CHO 5-HT1E Ga15 NFAT-bla reporter, FRET, antagonist; AID 571; P28566; inhibition, % at 6 µM;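 active means inhibition above a set limit, the mean inhibition across every tested compound plus 3 SD, cut at about 29% in these data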;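 further: signal is the 460 over 535 nm emission ratio of beta-lactamase substrate; 0% = agonist plus DMSO wells and 100% = wells without agonist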
# RORA act: activators of human nuclear receptor RORA; hit rate 1.5% among 65,000; AID 560; activation, % at 10 µM; CHO-K1 Gal4-RORA LBD luciferase reporter, luminescence; percent increase over mock-subtracted basal signal;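 active means activation above the mean of all tested compounds plus 3 SD, cut at about 49% in these data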;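 further: 0% = DMSO-treated RORA cells and 100% = added signal equal to DMSO minus mock-transfected cells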
# Target sequence (P35398 whole entry, looked up, the tested form may be a part): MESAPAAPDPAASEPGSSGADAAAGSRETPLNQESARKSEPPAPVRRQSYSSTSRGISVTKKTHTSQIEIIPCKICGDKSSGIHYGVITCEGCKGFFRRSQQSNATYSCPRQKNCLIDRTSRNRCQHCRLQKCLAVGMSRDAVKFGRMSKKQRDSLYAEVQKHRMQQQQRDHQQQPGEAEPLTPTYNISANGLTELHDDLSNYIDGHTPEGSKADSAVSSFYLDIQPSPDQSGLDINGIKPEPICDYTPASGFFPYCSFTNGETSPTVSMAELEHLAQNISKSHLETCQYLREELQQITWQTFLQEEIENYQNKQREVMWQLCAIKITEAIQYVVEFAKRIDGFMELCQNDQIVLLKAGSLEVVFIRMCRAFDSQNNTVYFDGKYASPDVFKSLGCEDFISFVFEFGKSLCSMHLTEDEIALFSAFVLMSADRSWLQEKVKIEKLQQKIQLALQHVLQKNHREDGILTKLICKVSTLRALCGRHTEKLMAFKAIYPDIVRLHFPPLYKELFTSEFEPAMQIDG
# SF1 activator: activates the human nuclear receptor SF-1; activation, % at 10 µM; CHO-K1 Gal4-SF-1 LBD luciferase reporter; % increase over DMSO SF-1-specific signal; Q13285; hit rate 1.9% among 65,000; AID 522;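 active means activation above the mean activation of all tested compounds plus 3 SD, cut at about 50% in these data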
#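 Material: CHO-K1 cells with Gal4–hSF-1 LBD chimera plus Gal4-driven luciferase / Input: 4,000 CHO-K1 cells per well / Incubation: compound exposure 20 h at 37 °C / Signal: luminescence read 15 min after SteadyLite luciferase reagent, after room-temperature equilibration / Read-out: percent activation versus DMSO / Benchmarks: DMSO negative control and −SF1 background wells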
# Numbers without * were called inactive; nt = not tested or not shown; [ ] = dose if it differs, or a comment. Rows are unselected; overall some 7.2% were active at least once.
SMILES,HTR1A agonist,5HT1a antag,NADH enzymes,MMP-13 inhibitor,5HT1E ag,tolC growth inh,HTR1E antagonist,RORA act,SF1 activator
COC(=O)c1cc(Br)c(=O)n(CCN(C(C)C)C(C)C)c1,2.2,13,4%,4,0.9,-5,2,-33,5
O=C(NCc1ccccc1)C1CCCN1S(=O)(=O)c1cccc2cccnc12 (centres undefined),-2.0,4,2%,4,0.1,7,1,-28,-7
COc1cccc(-c2csc(N3CCN(Cc4ccccc4)CC3)n2)c1,-0.6,2,5%,-3,0.6,54,-5,-13,11
Cc1cc(=O)oc2cc(OCc3nnc(-c4ccccc4Br)o3)ccc12,-0.6,-6,9%[fluoresces],-38,0.1,12,-3,6,-7
COc1ccc(N2CCN(CC(=O)Nc3cc(C)on3)CC2)cc1,-4.0,-8,7%,2,-0.5,-16,4,-1,-6
O=c1c(Cl)c(NCCO)ncn1-c1ccccc1,-2.0,6,2%,-7,-0.8,-2,10,0,13
CC1(C)CC(=O)c2cc(OCC(=O)NCCCN3CCN(c4ccc(F)cc4)CC3)ccc2O1,0.3,2,5%,-12,0.4,10,-6,6,4
Cc1c[n+]([O-])n(-c2ccc(C(=O)O)cc2)n1,-3.0,-2,3%,3,0.2,-15,-9,-26,-3
CSc1nc(-c2ccco2)nn1S(=O)(=O)c1ccccc1,-3.3,7,1%,2,-0.3,1,-3,9,4
CN(C(=O)c1cnccn1)c1nnc(-c2cnccn2)s1,-1.0,0,13%,9,0.0,-7,1,6,-10
O=C(c1ccccc1)c1cc(-c2ccccc2)on1,0.3,nt,1%,3,-0.2,2,-1,38,29
COc1ccc(-c2nn(C)c3sc(C(=O)NCc4ccco4)cc23)cc1OC,-1.3,-17,8%,-40[fluorescence artefact?],-0.1,-27,12,-24,22

# Arranged by count of non-hydrogen atoms (largest number first): some entries from above
SMILES,HTR1A agonist,5HT1a antag,NADH enzymes,MMP-13 inhibitor,5HT1E ag,tolC growth inh,HTR1E antagonist,RORA act,SF1 activator
CC1(C)CC(=O)c2cc(OCC(=O)NCCCN3CCN(c4ccc(F)cc4)CC3)ccc2O1,0.3,2,5%,-12,0.4,10,-6,6,4
Cc1cc(=O)oc2cc(OCc3nnc(-c4ccccc4Br)o3)ccc12,-0.6,-6,9%[fluoresces],-38,0.1,12,-3,6,-7
CN(C(=O)c1cnccn1)c1nnc(-c2cnccn2)s1,-1.0,0,13%,9,0.0,-7,1,6,-10

# Some of the entries so far, field by field:
> COC(=O)c1cc(Br)c(=O)n(CCN(C(C)C)C(C)C)c1
  HTR1A agonist: 2.2	5HT1a antag: 13	NADH enzymes: 4%	MMP-13 inhibitor: 4	5HT1E ag: 0.9	tolC growth inh: -5	HTR1E antagonist: 2	RORA act: -33	SF1 activator: 5

> O=C(NCc1ccccc1)C1CCCN1S(=O)(=O)c1cccc2cccnc12 (centres undefined)
  HTR1A agonist: -2.0	5HT1a antag: 4	NADH enzymes: 2%	MMP-13 inhibitor: 4	5HT1E ag: 0.1	tolC growth inh: 7	HTR1E antagonist: 1	RORA act: -28	SF1 activator: -7

# Further entries.
SMILES,HTR1A agonist,5HT1a antag,NADH enzymes,MMP-13 inhibitor,5HT1E ag,tolC growth inh,HTR1E antagonist,RORA act,SF1 activator
Cc1ccc(OCC(=O)N2CCN(C3=NS(=O)(=O)c4ccccc43)CC2)cc1,-0.1,-13,6%,4,0.2,5,5,-7,-6
O=C(Nc1ccc(Cl)cn1)c1cc(S(=O)(=O)N2CCCCC2)ccc1Cl,0.6,8,3%,-1,0.4,-7,-1,16,4
COc1ccc(N(CC(=O)NCc2ccco2)S(C)(=O)=O)cc1,0.3,-7,7%,-3,-0.4,-18,1,-16,-2
O=C(O)C(CCCCN1C(=O)c2ccccc2C1=O)N1C(=O)c2ccccc2C1=O (centres undefined),-3.6,1,2%,0,-0.6,-5,-1,15,-10
O=C(CCn1ccc2ccccc21)Nc1ccc(N2CCOCC2)cc1,-1.6,-11,5%,1,-0.9,-1,3,3,-5
Cc1nn(Cc2ccccc2Cl)c(C)c1NC(=O)c1noc2c1CCCCC2,1.3,-3,5%,-146,-0.8,65*,-4,17,12
CC1(C(=O)NC2CCCCCCC2)CCC(=O)N1Cc1cccnc1 (centres undefined),0.2,-21,7%,0,0.8,-6,-1,2,10
COc1ccc(CN(CC(=O)NCC2CCCO2)C(=O)CNS(=O)(=O)c2ccc(C)cc2)cc1 (centres undefined),-3.6,1,3%,0,0.4,2,5,-14,2
CCOc1ccc(-c2noc(CCC(=O)O)n2)cc1,-3.3,-6,3%,-3,0.9,-30,-7,-54,-53
O=C1CC(c2ccccc2)n2nc(N3C(=O)CCC3=O)nc2N1 (centres undefined),-0.3,-12,1%,3,0.4,-4,-1,-3,16
Cn1cccc1Cc1nnc(SCC(=O)NCc2ccco2)n1-c1ccc(F)cc1,-4.3,1,6%,3,0.4,-1,-3,12,3
O=C(CSc1ncnc2c1oc1ccccc12)N1CCCc2ccccc21,3.7,-15,5%,-1,-0.1,63*,4,-8,-12
COC(=O)C(NC(=O)c1ccco1)(Nc1nc(C2CC2)cs1)C(F)(F)F (centres undefined),0.8,3,7%,5,-0.1,5,3,-24,-20
Cc1csc(NC(=O)c2ccc(C)c(S(=O)(=O)N3CCCCC3)c2)n1,-1.7,1,3%,-4,-0.8,28,0,-1,-12
Cc1ccc(-c2nn(C)c(=O)c3ccccc23)cc1CO,-1.2,5,6%,-9,1.7,-6,1,-2,-6
Cc1ccc(NC(=O)Cn2nnc(C(=O)NCc3cccs3)c2N)cc1,1.4,0,0%,5,0.0,-13,7,19,-18
Cc1ccc(C)c(S(=O)(=O)Nc2ccc(O)cc2)c1,-6.6,9,6%,5,-0.4,1,-8,7,-7
Cn1c(=O)cc(N2CCc3ccccc32)[nH]c1=O,-3.1,10,5%,5,0.9,-13,-8,9,3
COC(=O)c1ccc(-n2nnnc2SCC(=O)NCc2cccc(C(=O)O)c2)cc1,-1.5,0,3%,0,0.5,-13,-14,-9,4
c1coc(-c2nc3nc4ccccc4nc3n2CC2CCCO2)c1 (centres undefined),2.0,-14,nt,-261[fluorescence artefact?],0.1,nt,-1,0,6
CC1(C)Cc2ccccc2-c2nnc(-c3cccc(O)c3)n21,-2.2,4,1%,-1,0.2,0,3,4,-5
Nc1nnc(C(=O)c2ccccc2N)s1,-2.3,2,2%,-1,-1.5,-8,8,19,13
COC(=O)CSc1nnc(CNC(=O)Cc2ccccc2)n1C,-3.1,4,7%,0,0.0,-19,17,0,8
CCOC(=O)N1CCN(c2nc(-c3ccc(F)cc3)cs2)CC1,-0.8,-4,2%,-3,0.3,92*,-10,-5,7
O=C(CSc1nnc(Cc2cccs2)n1C1CCCCC1)N1CCCc2ccccc21,-0.2,32,2%,-2,-0.8,12,9,8,-10
Cn1nnnc1SCc1nc2ccccc2s1,0.4,8,6%,-3,0.0,-6,-3,15,30
O=C(NCc1cccs1)C(Cc1ccccc1)n1cccc1 (centres undefined),-0.9,-11,2%,4,-0.2,10,-4,6,2
CCn1c(SCC(=O)OCC(=O)N2c3ccccc3NC(=O)C2(C)C)nnc1-c1ccco1,-1.9,4,6%,3,0.3,-10,7,-10,3
Cc1cc(NC(=O)CCC(=O)N(c2ccc(F)cc2)C(C(=O)NC2CCCC2)c2ccncc2)no1 (centres undefined),-2.2,-6,10%,5,-0.4,1,0,7,8
C=C1N(CCCCCC(=O)O)C(=O)OC12CCCCC2,-6.5,7,6%,4,-0.5,-12,-7,-1,-15
CCCCN(CCCC)C(=O)CSc1nnc(-c2cc(OC)c(OC)c(OC)c2)o1,1.6,-21,4%,2,0.8,71*,-4,6,-7
CCOC(=O)c1cc(-c2ccc(C)cc2)n(CCC(=O)NCCN(C)C)c1C,-4.2,8,4%,4,-0.4,2,-4,-1,-1
COc1ccccc1-n1c(CNC(=O)c2ccccc2)nnc1SCC(=O)Nc1nnc(C)s1,1.2,6,5%,4,0.2,-2,8,-2,8
Cc1nc2c(C(=O)N3CCCC3)c[nH]n2c(=O)c1Cc1ccc(F)cc1Cl,-4.6,-12,2%,-4,-0.1,-5,-1,-13,8
Cc1nn(-c2ccccc2)c2sc(C(=O)C(C#N)c3ccccn3)cc12 (centres undefined),1.4,-10,4%,-5,0.3,4,21,-21,26
Cc1ccc(S(=O)(=O)NCCOCCNS(=O)(=O)c2ccc(C)cc2)cc1,-2.1,-16,7%,4,0.5,7,-7,9,-12

# Look-ups from the results shown:
# Cc1nc2c(C(=O)N3CCCC3)c[nH]n2c(=O)c1Cc1ccc(F)cc1Cl in SF1 activator = 8
# Cc1nn(-c2ccccc2)c2sc(C(=O)C(C#N)c3ccccn3)cc12 (centres undefined) in 5HT1E ag = 0.3

# Some entries already given, reduced to 5HT1a antag and HTR1A agonist.
mol,5HT1a antag,HTR1A agonist
Cc1cc(NC(=O)CCC(=O)N(c2ccc(F)cc2)C(C(=O)NC2CCCC2)c2ccncc2)no1 (centres undefined),-6,-2.2
C=C1N(CCCCCC(=O)O)C(=O)OC12CCCCC2,7,-6.5
CCCCN(CCCC)C(=O)CSc1nnc(-c2cc(OC)c(OC)c(OC)c2)o1,-21,1.6
CCOC(=O)c1cc(-c2ccc(C)cc2)n(CCC(=O)NCCN(C)C)c1C,8,-4.2
COc1ccccc1-n1c(CNC(=O)c2ccccc2)nnc1SCC(=O)Nc1nnc(C)s1,6,1.2

# (list continues)
SMILES,HTR1A agonist,5HT1a antag,NADH enzymes,MMP-13 inhibitor,5HT1E ag,tolC growth inh,HTR1E antagonist,RORA act,SF1 activator
O=C(Nc1cccnc1)c1cnn2c(C(F)F)cc(C3CC3)nc12,1.4,-1,3%,-2,0.5,10,20,-4,-3
COc1ccc(Cl)cc1C(=O)N1CCN=C1SC,-1.1,11,1%,8,0.0,5,-1,3,-1
COc1ccc(NC(=O)CSc2nnc(Cc3cccn3C)n2-c2ccc(F)cc2)cc1OC,-0.6,-2,3%,-2,0.7,-4,0,2,-5
COc1ccccc1NC(=O)CCN1CCCCCC1,-0.5,-7,2%,1,-0.2,-8,0,-20,-1
CN(C)c1nc(NS(=O)(=O)c2ccc(Cl)cc2)nc(N(C)C)n1,-0.9,6,3%,-3,-0.2,7,5,-13,-12
CCOC(=O)Cn1nc(C)c2ccccc2c1=O,-1.7,nt,4%,-4,-0.7,6,-14,-21,1
CCOC(=O)C1CCN(C(=O)C2CCN(c3nc4ccc(OC)cc4s3)CC2)CC1,-1.4,-11,1%,1,0.1,14,0,-16,0

# Assay outcomes deposited in PubChem BioAssay by several laboratories.
